Compound activity from PubChem.
TGFb inhibitor – TGF-b pathway inhibition. HepG2 CAGA-GFP TGF-b/SMAD3 reporter, GFP fluorescence, 18 h; TGF-beta stimulated, 500 pg/mL final. 410,000 tested, 1.2% active. Potency, µM (series often up to 46.1 µM), inactives show at the highest dose activity, negative = inhibition, actives largely listed as inhibitors. AID 588855; further: potency means the concentration at half of the fitted maximal effect; on the % scale 0 is the no-effect control and ±100 the full control effect; nearly all actives have a fitted effect of over 65% in size
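HEPG2 CAGA-GFP, 1000 cells/well; 2 h settle, 37 C; cpd via pin tool; TGF-b 500 pg/mL final; 18 h, 37 C; GFP imaging ex488/em500-530; %Activity normalised to -TGF-b and +DMSO controls; CRC fit, curve class.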
Abeta yeast res – A-beta toxicity reversal in yeast; yeast expressing A-beta42, growth rescue, OD600, 48 h; response scale: 0% DMSO, 100% iron-clioquinol control; Potency, µM (top dose mostly 46.1 µM), for the others: top-dose growth rescue, usual class: activators; 410,000 tested, 0.063% active; further: potency means the concentration at half of the fitted maximal effect; nearly all actives have a fitted effect of over 55% in size
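Growth rescue measured by 600 nm absorbance after 48 h yeast culture at 30 C with compound. Values normalized between DMSO and an equimolar ferric chloride plus clioquinol control.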
CCT modulator – modulators of cytosolic chaperonin (CCT/TRiC) activity. purified chaperonin ATPase assay, HTRF ADP detection, 30 min. activity change, % (no concentration beside the values), hits read low. 360,000 tested, 0.3% active. AID 651819; in the data active means activity change below about -30%; further: on the % scale 0 is the no-effect control and ±100 the full control effect
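Enzyme 40 or 20 nM (batch-dependent) in Tris pH 7.4/KCl/MgCl2/DTT; cpd 76 uM single point; ATP 10 uM; 30 min 37 °C; Transcreener ADP HTRF detection, 30 min RT; ratio 665/615.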
Nrf2 inh – inhibitors of Nrf2 signaling | AID 504444 | 360,000 tested, 2.1% active | Potency, µM (doses to about 46 µM), for the others: at the highest dose activity change, negative = inhibition, hits mostly inhibitors | A549 ARE-Fluc reporter, luciferase luminescence, 18-24 h; further: potency means the concentration at half of the fitted maximal effect; on the % scale 0 is the no-effect control and ±100 the full control effect; nearly all actives have a fitted effect of over 60% in size
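Cells were seeded and rested 2 h, then exposed to compounds for 18-24 h. CellTiter-Fluor was read first as a viability measure. BugLite was added 15 min before the final luminescent read of ARE-luciferase activity in A549 cells.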
A549 viability – A549 cytotoxicity, counter-screen for Nrf2 inhibitors | A549 ARE-Fluc cells, CellTiter-Fluor viability, 18-24 h | Potency, µM (series often up to 46 µM), for the others: at the top dose activity change, negative = cytotoxicity, hits mostly inhibitors | 390,000 tested, 0.16% active | AID 504648; further: potency means the concentration at half of the fitted maximal effect; on the % scale 0 is the no-effect control and ±100 the full control effect
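A549 ARE_Fluc cells in 5% FBS OPTI-MEM were exposed to compounds in concentration-response for 18-24 h at 37 deg C. Viability was read by CellTiter-Fluor fluorescence (Ex 405/Em 525) after 30 min, before the luciferase read.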
pAkt inh – inhibitors of Akt phosphorylation; Neuro2A IGF-stimulated pAkt S473 HTRF, 20 min; active compounds read low; activity change, % for hits at 50 µM; 360,000 tested, 0.32% active; in the data active means activity change below about -80%; inconclusive means mostly about -51% to -80%; further: on the % scale 0 is the no-effect control and ±100 the full control effect
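Neuro2A cells (4,500/well, DMEM with 0.5% FBS) were treated with compound at a single 50 µM final concentration, stimulated with 6 nM IGF for 20 min at 37 °C, and lysed. Phospho-Akt Ser473 was read by HTRF as 665/615 ratio ×10^4.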
HepG2 viability – counter-screen for TGF-b inhibitors: cytotoxicity in HepG2 cells | HepG2 CAGA-GFP viability, ATP luminescence, 18 h | Potency, µM (series often up to 46.1 µM), for inactives: at the top dose activity change, negative = cytotoxicity, actives largely listed as cytotoxic | 410,000 tested, 0.76% active | AID 588856; further: potency means the concentration at half of the fitted maximal effect; some results filed as inactive show a strong effect at the top dose
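CellTiter-Glo luminescence gave cytotoxicity after 18 hours at 37 degrees C. The cells were HepG2 CAGA-GFP in 1% FBS DMEM, stimulated with 500 pg/mL TGF-beta after compound addition. %Activity was normalised to no-cell wells (complete cell-killing) and DMSO (no toxicity), and curves were fitted and classified.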
MmCpn inh – blocks the Methanococcus maripaludis chaperonin Mm-Cpn. Potency, µM (titrated, usually from 76.9 µM), inactives show at the highest dose activity, negative = inhibition, hits mostly inhibitors. AID 504842. 330,000 tested, 0.031% active. purified Mm-Cpn ATPase, ADP Transcreener TR-FRET; further: potency means the concentration at half of the fitted maximal effect; on the % scale 0 is the no-effect control and ±100 the full control effect; nearly all actives have a fitted effect of over 80% in size
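Purified archaeal chaperonin (25 nM final) was preincubated with compound for 10 min at 37°C, then ATP (10 uM final) was added for 30 min at 37°C in Tris pH 7.4/KCl/MgCl2/DTT buffer. ADP was quantified by HTRF Transcreener TR-FRET.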
Nrf2 ARE act – Nrf2 pathway activation. AREc32 ARE-luciferase reporter (MCF7-derived line), luminescence, 24 h. Potency, µM (top dose mostly 46.1 µM), for inactives: at the highest dose activation, hits mostly activators. 410,000 tested, 0.31% active; further: potency means the concentration at half of the fitted maximal effect; % of control where 0% means no effect; nearly all actives have a fitted effect of over 65% in size
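AREc32 cells carrying an ARE-driven firefly luciferase, 1000 cells/well in OPTI-MEM with 5% FBS, dosed after overnight attachment and incubated 24 hr at 37 deg C. Steady-Glo luminescence read after 30 min at RT.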
Numbers without * were called inactive; & = joins results of further samples; [ ] = another dose, or the depositor's remark. Unless noted, the call rests on the fitted dose curve; in most records, active means well fitted curve in the direction sought with a large enough effect; inconclusive means small, poorly fitted or top-dose-only effect, or another doubt; inactive means no such curve, though single readings can be large; an effect the other way counts as inactive or inconclusive.

S=C(Nc1ccccc1)N1CCn2c1nc1ccccc12 was read as TGFb inhibitor inconclusive, Abeta yeast res -3%, CCT modulator 3.4, Nrf2 inh 35%, A549 viability -4%, pAkt inh inactive, HepG2 viability -27%, MmCpn inh 0% and Nrf2 ARE act 17%.
Screening CC(C)C(=O)NCC(c1cccs1)S(=O)(=O)c1ccc(F)cc1 (stereo not given) returned TGFb inhibitor -2%, Abeta yeast res 0%, CCT modulator -1.8, Nrf2 inh 3%, A549 viability -1%, pAkt inh inactive, HepG2 viability -1%, MmCpn inh 1% and Nrf2 ARE act 0.4%.
`NC(Cc1ccccc1)c1csc(NC(=O)c2cccc(OC(F)(F)F)c2)n1` (stereo not given) gave TGFb inhibitor inconclusive, Abeta yeast res -12%, CCT modulator 0.3, pAkt inh inactive, HepG2 viability -111% and Nrf2 ARE act -3.3%.
For CCC1CN(C(=O)N2CCC(C(=O)NCc3ccc(N(C)C)cc3)CC2)c2ccccc2O1 (stereo not given) the results were TGFb inhibitor -19%, Abeta yeast res -12%, Nrf2 inh -17%, A549 viability 2%, HepG2 viability 7% and Nrf2 ARE act 0.1%.
O=C(CSc1nc(-c2ccc(F)cc2)nc2c1Cc1ccccc1O2)Nc1ccc(C(=O)O)cc1 was read as TGFb inhibitor 0%, Abeta yeast res -17%, CCT modulator -1.5, Nrf2 inh -11%, A549 viability -13%, pAkt inh inactive, HepG2 viability -12%, MmCpn inh -2% and Nrf2 ARE act 22%.
CCCCc1c(-c2ccccc2)ncn1CCc1ccccc1OC was read as Abeta yeast res 10%, CCT modulator -1.2, pAkt inh inactive and Nrf2 ARE act -2.0%.
Screening N#CCCN1CCNCC1 returned TGFb inhibitor 7%, Abeta yeast res -15%, CCT modulator 2.3, Nrf2 inh inconclusive, A549 viability -8%, pAkt inh inactive, HepG2 viability 4%, MmCpn inh -1% and Nrf2 ARE act -0.8%.
Screening CCOC(=O)C1(Cc2ccc(OC)cc2)CCN(C(=O)C2=CCCC2)CC1 returned TGFb inhibitor -1%, Abeta yeast res 19%, CCT modulator -2.3, Nrf2 inh 6%, A549 viability 0%, pAkt inh inactive, HepG2 viability -26%, MmCpn inh 1% and Nrf2 ARE act 4.6%.
CC(C)(C)C1CCc2[nH]c3ccccc3c(=O)c2C1 (stereo not given) was read as TGFb inhibitor -12%, Abeta yeast res -86%[inhibitor], CCT modulator -1.8, Nrf2 inh -18%, A549 viability -7%, pAkt inh inactive, HepG2 viability -20%, MmCpn inh -1% and Nrf2 ARE act 3.3%.
`CC1CCN(C(=O)c2ccc(NS(C)(=O)=O)cc2)CC1` gave TGFb inhibitor -12%, Abeta yeast res 11%, CCT modulator -2.7, Nrf2 inh 18%, A549 viability -8%, pAkt inh inactive, HepG2 viability -2% and Nrf2 ARE act -0.3%.
Screening O=C(Nc1ccc(F)c(F)c1)c1oc2ccccc2c1NC(=O)C1CCCO1 (stereo not given) returned TGFb inhibitor -5%, Abeta yeast res 5%, CCT modulator -2.5, Nrf2 inh inconclusive, A549 viability -15%, pAkt inh inactive, HepG2 viability -5%, MmCpn inh -3% and Nrf2 ARE act 2.6%.
CCOC(=O)c1nnn(-c2nonc2N)c1CN1CCc2ccccc2C1 was read as TGFb inhibitor -8%, Abeta yeast res 12%, CCT modulator 0.8, Nrf2 inh -9%, A549 viability -4%, pAkt inh inactive, HepG2 viability -24%, MmCpn inh 2% and Nrf2 ARE act -0.6%.
For O=C(NC1CC(=O)N(c2ccc(Cl)cc2)C1)c1ccc(S(=O)(=O)N2CCCC2)cc1 (stereo not given) the results were TGFb inhibitor 1%, Abeta yeast res -14%, A549 viability 16%, HepG2 viability 9% and Nrf2 ARE act 0.2%.
`O=C(O)c1cc(Cl)ccc1OS(=O)(=O)c1ccc(Cl)s1` gave TGFb inhibitor -17%, Abeta yeast res 11%, CCT modulator -0.3, Nrf2 inh -23%, A549 viability -7%, pAkt inh inactive, HepG2 viability 5%, MmCpn inh 1% and Nrf2 ARE act -1.0%.
Screening CN(c1ccccc1C(=O)O)S(=O)(=O)c1ccc2[nH]c(=O)oc2c1 returned Abeta yeast res -3%, Nrf2 inh 1%, A549 viability -7%, HepG2 viability -2%, MmCpn inh 2% and Nrf2 ARE act 2.5%.
Screening NC(=O)[C@H]1CC2(CC(c3cccc(NC(=O)COc4ccc(Cl)cc4)c3)=NO2)CN1C(=O)CC(c1ccccc1)c1ccccc1 (stereo not given in full) returned TGFb inhibitor inconclusive, Abeta yeast res 6%, CCT modulator -0.2, Nrf2 inh inconclusive, A549 viability -22%, pAkt inh inactive, HepG2 viability -1%, MmCpn inh -4% and Nrf2 ARE act 0.6%.
CCOc1ccc(-c2nc(Cn3ccn4nc(-c5ccc(OCC)c(Cl)c5)cc4c3=O)c(C)o2)cc1 was read as TGFb inhibitor -2%, Abeta yeast res -15%, Nrf2 inh 20%, A549 viability 0%, HepG2 viability -5% and Nrf2 ARE act -1.1%.
Screening COCCNC(=S)N(CCc1c(C)[nH]c2ccc(C)cc12)Cc1ccco1 returned TGFb inhibitor -11%, Abeta yeast res 1%, CCT modulator 0.6, Nrf2 inh 12%, A549 viability -5%, pAkt inh inactive, HepG2 viability -16%, MmCpn inh 0% and Nrf2 ARE act 3.0%.
`COc1ccc(/C=C2\Sc3ccc(C(=O)NCc4cccnc4)cc3N(C)C2=O)cc1OC` gave TGFb inhibitor -9%, Abeta yeast res 7%, CCT modulator -0.5, Nrf2 inh inconclusive, A549 viability -6%, pAkt inh inactive, HepG2 viability -4%, MmCpn inh -3% and Nrf2 ARE act 4.8%.
`CC1CCCC(NC(=O)c2ccc3c(=O)n(CC4CCCO4)c(=O)[nH]c3c2)C1C` (stereo not given) gave TGFb inhibitor -1%, Abeta yeast res 8%, CCT modulator -1.8, Nrf2 inh -22%, A549 viability -9%, pAkt inh inactive, HepG2 viability -11%, MmCpn inh 2% and Nrf2 ARE act -0.1%.
Cc1cccc(NC(=O)CSCc2cc(=O)n3c(C)csc3n2)c1C was read as TGFb inhibitor -13%, Abeta yeast res 6%, CCT modulator 0.4, Nrf2 inh -4%, A549 viability 4%, pAkt inh inactive, HepG2 viability -1%, MmCpn inh 1% and Nrf2 ARE act -0.5%.
Cc1ccccc1-n1ncc2c1CC(C)(C)CC2NC(=O)CCCN1CCCC1=O (stereo not given) was read as TGFb inhibitor -9%, Abeta yeast res -17%, CCT modulator -0.3, Nrf2 inh -4%, A549 viability -5%, pAkt inh inactive, HepG2 viability 44%, MmCpn inh 2% and Nrf2 ARE act 2.1%.
Screening O=C1CC(C(=O)Nc2ccccc2)S/C(=N\N=C\c2ccco2)N1 (stereo not given) returned TGFb inhibitor -13%, Abeta yeast res 0%, CCT modulator -5.1, Nrf2 inh 3%, A549 viability -9%, pAkt inh inactive, HepG2 viability -7%, MmCpn inh -3% and Nrf2 ARE act inconclusive.
NS(=O)(=O)c1ccc(CNC(=O)c2ccc3ccccc3n2)cc1 was read as TGFb inhibitor 8%, Abeta yeast res -6%, CCT modulator -0.3, Nrf2 inh 2%, A549 viability 0%, pAkt inh inactive, HepG2 viability -26%, MmCpn inh 2% and Nrf2 ARE act -0.4%.
C=CCNC(=S)Nc1ccc(Cl)cc1F was read as TGFb inhibitor inconclusive, Abeta yeast res inconclusive, CCT modulator 0.3, Nrf2 inh -26%, A549 viability -2%, pAkt inh inactive, HepG2 viability -18%, MmCpn inh 0% and Nrf2 ARE act 5.6%.
`CCN(CC)CCCNC(=O)CCC(=O)NNc1nc2ccccc2c2nc(C)nn12` gave TGFb inhibitor inconclusive, Abeta yeast res -5%&-17%, CCT modulator -0.2, Nrf2 inh 4%&9%, A549 viability 0%&2%, pAkt inh inactive, HepG2 viability -6%&-39%, MmCpn inh 3% and Nrf2 ARE act 3.3%&5.5%.
CC1Cn2c(C(=O)NCc3cccc(Br)c3)cc3cccc(c32)S1 (stereo not given) was read as TGFb inhibitor -9%, Abeta yeast res inconclusive, Nrf2 inh -6%, A549 viability inconclusive, HepG2 viability -13% and Nrf2 ARE act 3.8%.
COC(=O)c1ccccc1S(=O)(=O)N(Cc1ccco1)Cc1cc2cc(OC)ccc2[nH]c1=O was read as TGFb inhibitor -6%, Abeta yeast res 7%, CCT modulator -0.1, Nrf2 inh -11%, A549 viability -3%, pAkt inh inactive, HepG2 viability -5%, MmCpn inh 0% and Nrf2 ARE act 0.4%.

Quoted at random: 3 compounds from above, in no set order.
C=CCNC(=S)Nc1ccc(Cl)cc1F was read as TGFb inhibitor inconclusive, Abeta yeast res inconclusive, CCT modulator 0.3, Nrf2 inh -26%, A549 viability -2%, pAkt inh inactive, HepG2 viability -18%, MmCpn inh 0% and Nrf2 ARE act 5.6%.
`NC(Cc1ccccc1)c1csc(NC(=O)c2cccc(OC(F)(F)F)c2)n1` (stereo not given) gave TGFb inhibitor inconclusive, Abeta yeast res -12%, CCT modulator 0.3, pAkt inh inactive, HepG2 viability -111% and Nrf2 ARE act -3.3%.
CC(C)(C)C1CCc2[nH]c3ccccc3c(=O)c2C1 (stereo not given) was read as TGFb inhibitor -12%, Abeta yeast res -86%[inhibitor], CCT modulator -1.8, Nrf2 inh -18%, A549 viability -7%, pAkt inh inactive, HepG2 viability -20%, MmCpn inh -1% and Nrf2 ARE act 3.3%.

No enrichment for hits. Share with any hit: about 4.3%.
